# Screening data as filed in PubChem BioAssay.
# CCHF vOTU inh: blocks the CCHF virus ovarian tumor domain protease | CCHFV vOTU protease, Pep-AMC fluorescence | inhibition, % at 11.5 µM | 370,000 tested, 0.55% active | AID 651958; in the data active means inhibition above about 30%; further: 0% = vehicle wells with enzyme and 100% = no enzyme wells
# PrPC surface inh: reduces human prion protein on the cell surface | inhibition, % at 13.8 µM | AID 720596 | 370,000 tested, 0.43% active | cell surface PrPC, TR-FRET read-out | P04156; in the data active means inhibition above about 24%; further: 0% = median of the test wells and 100% = reference compound wells
# Yp Topo-I inh: Y. pestis Topo-I inhibition via cleavage products | activity, % at 10 µM | AID 504884 | 360,000 tested, 0.064% active | Y. pestis Topo-I cleavage product accumulation, plate reader; in the data active means activity above about 50%, passing the limit was not always enough; further: inactives centre near 2
# MazEF act: activators of E. coli MazEF toxin-antitoxin RNase. activation, % at 20 µM. AID 504720. FAM/BHQ RNA-DNA oligo cleavage fluorescence, 5 h. 350,000 tested, 0.32% active; in the data active means activation above about 50%
# Target sequence (P0AE70 whole entry, looked up): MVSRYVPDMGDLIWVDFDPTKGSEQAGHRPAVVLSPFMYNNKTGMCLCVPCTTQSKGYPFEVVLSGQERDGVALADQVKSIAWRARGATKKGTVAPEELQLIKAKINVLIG
# SSB-PriA inh: blocks PriA binding to SSB C-terminal tail | AlphaScreen SSBct-PriA binding, biotinylated peptide | inhibition, % at 33 µM | 430,000 tested, 0.6% active | AID 1272365; in the data active means inhibition mostly above about 37%, no sharp cut-off; inactive means mostly below about 20%;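 further: plate controls were negative control peptide for no effect and reference peptide for full effect; strong numbers were not always called active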
# Rv3671c protease: Rv3671c (M. tuberculosis) protease inhibition; P9WHR9; inhibition, % at 5.96 µM; 320,000 tested, 0.048% active; AID 2606; in the data active means inhibition above about 38%;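 further: extracellular domain of Rv3671c used as enzyme; 0% = enzyme with DMSO and 100% = no enzyme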
# Target sequence (P9WHR9 whole entry, looked up, the tested form may be a part): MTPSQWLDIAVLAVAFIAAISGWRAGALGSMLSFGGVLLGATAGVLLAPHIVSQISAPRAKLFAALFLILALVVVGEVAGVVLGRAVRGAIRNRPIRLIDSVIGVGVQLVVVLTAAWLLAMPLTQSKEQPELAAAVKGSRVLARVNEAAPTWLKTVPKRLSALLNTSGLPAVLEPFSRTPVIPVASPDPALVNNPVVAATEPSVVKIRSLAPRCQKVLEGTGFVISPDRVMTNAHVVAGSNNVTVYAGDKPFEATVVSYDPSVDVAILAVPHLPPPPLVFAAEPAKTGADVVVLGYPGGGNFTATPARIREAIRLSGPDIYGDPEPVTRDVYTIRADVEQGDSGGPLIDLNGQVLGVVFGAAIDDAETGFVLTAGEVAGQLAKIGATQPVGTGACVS
# SARS 3CLpro inh: SARS-CoV 3CLpro protease inhibition; P0C6X7; recombinant SARS-CoV 3CLpro, quenched FRET peptide cleavage; inhibition, % at 6 µM; 290,000 tested, 0.14% active; AID 1706; in the data active means inhibition above about 12%
# DUSP3 inh: inhibitors of human VHR1 phosphatase (DUSP3). P51452. AID 1654. recombinant VHR phosphatase, pNPP absorbance. inhibition, % at 13.3 µM. 290,000 tested, 0.52% active; in the data active means inhibition above about 50%; further: some compounds called inactive have numbers as strong as hits
# Target sequence (P51452 whole entry, looked up): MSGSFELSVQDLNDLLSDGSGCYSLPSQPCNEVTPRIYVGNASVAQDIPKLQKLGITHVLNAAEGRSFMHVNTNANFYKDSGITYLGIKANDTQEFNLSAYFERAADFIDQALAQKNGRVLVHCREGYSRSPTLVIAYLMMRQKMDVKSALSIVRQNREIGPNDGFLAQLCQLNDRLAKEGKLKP
# TcdB inh: TcdB glycohydrolase inhibition; P18177; 350,000 tested, 0.24% active; AID 652162; TcdB glycohydrolase enzymatic assay, plate reader; inhibition, % at 9.99 µM; in the data active means inhibition above about 10%
# BH1578 lux ind: inducers of Vibrio cholerae quorum light production without autoinducers | 350,000 tested, 0.16% active | V. cholerae BH1578 lux reporter, luminescence, 6 h | activation, % at 18.7 µM | AID 588436; in the data active means activation mostly above about 9.7%, no sharp cut-off; further: not every result past the cut was called active; inactives centre near 0; reference of the scale not given here
# Active calls of the source: *; i = inactive; . = no result given; & = joins results of further samples.
item	molecule	CCHF vOTU inh	PrPC surface inh	Yp Topo-I inh	MazEF act	SSB-PriA inh	Rv3671c protease	SARS 3CLpro inh	DUSP3 inh	TcdB inh	BH1578 lux ind
1	CNC(=O)Cn1nc(-c2ccc(Cl)cc2)c2ccccc2c1=O	.	.	1.0	6.6	-17.4	9.0	5.0	13.9	.	-0.5
2	CSCCCNC(=S)N1CCN(c2ccc(C(C)=O)cc2)CC1	-2.2	-0.6	16.6	8.8	6.7	9.6	-4.1	21.7	-0.3	-0.2
3	COc1ccc(C(=O)C2CCCN(C(=O)Cn3ccc(C)n3)C2)cc1OC (configuration not stated)	-9.5	1.4	-15.7	1.2	-19.2	-0.7	2.5	15.1	1.1	i
4	COC(=O)C1=C(C)N(CCCC(=O)O)C(=O)NC1c1ccccc1OS(=O)(=O)c1ccccc1[N+](=O)[O-] (configuration not stated)	8.0	-9.2	5.7	4.3	10.6	-5.2	.	.	0.9	i
5	Cc1ccc(S(=O)(=O)Nc2c(O)c3ccccc3oc2=O)cc1	-2.8	-2.1	-0.3	3.5	-8.7	-4.0	1.6	1.4	-0.7	-0.5
6	Cc1cc(CC(C)C)n(-c2nc3ccccc3c(=O)n2OCC(=O)N(C)C)n1	8.1	-0.9	0.9	0.0	-17.7	-11.6	-2.0	33.9	.	i
7	CC1CCCC(C)N1/N=C/c1c[nH]c2ccc(Br)cc12 (configuration not stated)	5.3	3.4	-8.8	3.0	.	8.4	-0.4	23.7	1.8	-0.3
8	O=C(NCc1ccco1)c1sc2ccccc2c1Cl	-11.4	11.3	4.5	-3.0	7.0&-8.8	-7.2	-1.1	8.7	.	i
9	COC(=O)C1=C(C)NC(C)=C(C(=O)OC)C1c1ccc(OC(=O)c2ccco2)cc1	-8.5	-3.1	-10.0	2.8	-9.8	2.6	7.3	-0.7	.	i
10	Cc1cccc(OCC(=O)N2CCN(C(=O)Cc3ccccc3)CC2)c1	1.0	4.2	2.1	5.6	-16.8	6.6	1.0	31.7	.	2.1
11	OCc1nnn(-c2ccccc2)c1CO	-6.3	2.7	-7.1	4.2	-14.4	.	0.3	23.6	0.8	-0.5
12	C[C@H](NC(=O)c1[nH]cnc1C(=O)Nc1ccccc1F)c1ccccc1	5.9	6.9	1.9	7.1	.	.	.	.	0.5	-0.5
13	CCC(CC)Nc1ccc(C(CC(N)=O)NC(=O)Cc2cccc3ccccc23)cc1[N+](=O)[O-] (configuration not stated)	-6.7	-0.8	7.2	18.8	-13.7	-22.1	1.8	-6.6	0.3	i
14	Cc1ccc(NC(=S)NCc2ccc(Cl)cc2)c(C)c1	8.1	9.0	-2.0	-2.8	3.5	-2.5	1.4	-1.9	-5.6	-0.2
15	O=C(CN1C(=O)COc2ccccc21)NCCCN1CCCC1	3.6	-4.2	-0.2	3.6	-8.8	3.7	0.5	-3.6	1.9	0.5
16	COc1ccc2[nH]cc(CCN(C)C)c2c1	10.3	3.3	1.5	0.3	3.3	3.8	1.7	6.9	-1.7	0.6
17	O=C1Nc2ccc(C(=O)O)c(O)c2C1=O	15.3	-35.4	-1.5	2.5	-6.1	.	.	.	6.2	4.3
18	CCCCn1c(N)c(N(CCOC)C(=O)c2ccc(S(=O)(=O)N3CCCCCC3)cc2)c(=O)[nH]c1=O	-4.3	-2.6	10.6	2.4	-12.2	-3.3	.	.	-0.1	-5.6
19	Cc1c(NC(=S)NC(=O)c2cc3ccccc3o2)cccc1C(=O)O	-1.0	-8.6	2.8	7.0	-20.4	-4.6	1.6	4.4	1.1	-1.6
20	COc1cccc(CN(C(=O)/C=C/c2ccc(Cl)cc2)C2CCS(=O)(=O)C2)c1 (configuration not stated)	-13.3	10.2	31.0	3.7	-4.1	-0.6	-2.9	50.6*	2.4	i
21	CC(C)C(O)P(=O)(OCc1ccccc1)c1ccc(N(C)C)cc1 (configuration not stated)	-1.8	2.1	6.4	6.9	5.0&-7.9	1.5	-2.3	-4.3	.	i
22	Cc1noc(C)c1CC(=O)N1CCCC(N2CCN(c3ccccc3F)CC2)C1 (configuration not stated)	4.0	-2.9	0.1	-5.6	-4.3	-4.4	3.2	5.4	2.6	-0.4
23	COc1ccc(CCn2nnnc2C(c2ccc(Cl)cc2)N2CCN(C)CC2)cc1OC (configuration not stated)	6.5	-6.6	-2.2	-6.3	-7.3	2.9	0.1	17.4	.	1.0
24	Cc1ccc(CC(=O)NCCS(=O)c2ccc(Cl)cc2)cc1 (configuration not stated)	-1.4	7.4	4.3	11.4	-7.3	-2.5	-2.1	6.2	.	i
25	O=C(Nc1cccc(C(F)(F)F)c1)C1CC(=O)N(CCc2ccccc2)C1 (configuration not stated)	7.5	-9.4	16.0	-4.5	2.8	-0.7	.	.	1.9	-1.5
26	CCc1[nH]c(C)c(C(C)=O)c1C	19.3	6.8	2.7	-5.7	-19.2	0.2	-3.6	39.8	.	-1.3
27	Cc1nc(-c2cccc(NC(=O)c3ccc(Br)o3)c2)cs1	4.8	7.4	8.6	2.6	8.5	.	2.3	-1.9	0.7	-1.1
28	CC(=O)NCCc1nc2cc(NC(=O)c3ccc([N+](=O)[O-])cc3)ccc2n1C	-4.5	-37.6	-3.1	2.6	-1.0	.	-0.9	74.3	0.7	i
29	O=C(O)CN1C(c2ccccc2)=Nc2ccc(Br)cc2C1c1ccccc1 (configuration not stated)	-2.8	-4.6	2.7	3.3	-5.8	6.2	1.3	17.3	1.4	i
30	COC(=O)c1sccc1OC(C)C(C)=O (configuration not stated)	-5.5	5.8	7.5	-0.4	-14.0	-8.2	-2.3	10.3	.	-0.3
31	O=C(N/N=C/c1ccc(Br)s1)c1ccc([N+](=O)[O-])cc1	-10.6	5.9	-11.8	-16.8	.	1.2	1.1	8.3	1.8	i
32	O=C(COC(=O)c1cccc(F)c1)NC(=O)NC1CCCC1	22.2	-4.2	11.0	0.0	-4.6	-8.9	.	.	0.9	-5.9
33	O=C(NCc1ccco1)Nc1nnc([C@H]2C[C@H](O)[C@@H](CO)O2)s1	0.4	-1.6	-1.0	.	.	.	.	.	-0.1	i
34	O=C(N/N=C/c1ccc(N2CCOCC2)cc1)c1ccccc1NS(=O)(=O)c1cccs1	-2.8	4.0	-0.3	5.3	.	6.7	0.6	9.1	0.4	i
35	NC(=O)Cn1nc(C(F)(F)F)c2c1CCCC2	-8.4	-3.1	-5.7	16.4	-11.6	-1.5	0.3	0.9	-0.1	i
36	O=C(CSc1nc2ncc(Br)cc2[nH]1)c1ccc([N+](=O)[O-])cc1	4.0	-14.7	-9.0	6.7	7.5	5.8	6.3	-10.5	.	i
37	CCOC(=O)N1CCN(S(=O)(=O)c2cccc3nonc23)CC1	2.5	-33.2	0.0	-6.3	-9.3	4.7	-1.8	-0.2	.	3.7
38	CC(=O)Nc1ccc(-c2cn3cccnc3n2)cc1	-321.2	-8.7	2.2	1.1	-25.4	-0.7	-0.5	10.4	.	i
39	CCN(CC)CCCNC(=O)c1cc(-c2ccc(Cl)cc2)on1	-5.3	-9.9	5.8	2.2	5.0	6.6	1.9	15.1	.	-0.6
40	Cn1cccc1CNC1CCCCC1	-2.1	-3.9	1.9	1.2	9.9	-0.2	1.0	32.9	0.1	-0.4
41	O=C(c1ccc(F)cc1)N1CCC(N2CCCCCC2)CC1	-1.9	4.7	2.4	-9.7	6.9	-2.5	-0.2	9.9	.	-0.2
42	O=c1oc2ccccc2cc1-c1cn2cccnc2n1	-37.8	-33.9	-6.3	5.4	-5.1	-21.7	-1.5	-0.8	.	-0.2
43	O=C(NCC(c1ccco1)N1CCCC1)c1cccc(S(=O)(=O)N2CCCCC2)c1 (configuration not stated)	9.4	11.7	-6.2	5.0	.	.	.	.	0.2	-0.2
44	CC1CCCCN1C(=O)C12CCC(C)(C(=O)C1)C2(C)C (configuration not stated)	6.0	1.1	6.6	5.1	-3.8	-4.5	4.8	-2.0	0.4	i
45	CC(=O)c1c(N)c(C#N)c(C)n1-c1ccc(Br)cc1	0.2	-0.3	4.9	2.7	0.2	2.4	1.6	-5.8	.	-0.7
46	CN(C(=O)c1coc(=O)c2ccccc12)c1ccc(Br)cc1	-4.3	-4.4	4.1	1.4	8.4	-5.6	0.9	-17.9	1.4	0.3
47	Cc1ccccc1NC(=O)Cc1nc(COC(=O)c2cccc([N+](=O)[O-])c2)cs1	-6.6	-3.7	-9.5	-1.6	3.2	-1.9	-2.5	20.2	0.5	0.5
48	CC(=O)n1cc(/C=N/NC(=O)c2ccc(Cl)cc2)c2ccccc21	10.3	6.2	-7.9	13.6	.	1.2	-2.1	10.4	-0.6	-0.2
49	COc1ccc(OC)c2[nH]c(C(=O)N/N=C/c3ccccc3O)cc12	-1.2	-1.9	-29.6	14.8	.	10.7	-3.2	14.1	0.9	-0.7
50	Cc1ccc(NC(=S)N(Cc2cccc(Br)c2)CC2CCC(C(=O)O)CC2)cc1Cl (configuration not stated)	11.7	-6.1	-11.4	1.1	-5.4	0.5	-1.2	7.2	-0.5	0.1
51	C[N+]12CN3CN(CN(C3)C1)C2	-6.6	-1.1	5.9	0.2	5.3	-0.1	-4.8	2.9	.	-0.4
52	CCOc1cc(C(=O)NCC(=O)N/N=C/c2sccc2C)cc(OCC)c1OCC	1.2	-2.1	5.5	8.1	.	4.0	-3.4	9.3	-0.4	-0.6
53	O=C(Nc1nc(-c2cc3ccccc3oc2=O)cs1)c1ccco1	4.8	3.5	0.9	5.9	-10.0	-21.4	1.5	23.3	1.3	.
54	CCOC(=O)c1nn(-c2ccc(F)cc2)c(-c2ccccc2)c1C(=O)c1ccccc1	5.7	2.6	1.9	-14.5	-13.3	-9.5	6.6	14.4	.	.
55	O=S(=O)(Nc1cc(S(=O)(=O)N2CCOCC2)ccc1NCC1CCCO1)c1ccc(F)cc1 (configuration not stated)	-2.4	6.5	3.4	-9.2	-4.9	1.0	.	.	3.4	-1.0
56	Fc1ccccc1-n1c(-c2ccc3ccccc3n2)n[nH]c1=S	-1.8	3.8	5.3	0.2	-7.9	8.0	6.2	52.9*	3.5	-0.4
57	CC1(c2nnc(-c3ccc(Cl)cc3)o2)CC(c2c(Cl)cccc2Cl)=NO1 (configuration not stated)	3.1	-5.0	30.4	0.1	-27.2	1.7	.	7.2	0.4	i
58	O=C(Nc1nc2c(F)cccc2s1)c1ccco1	3.4	-4.8	-5.3	-10.1	-12.0	-15.7	-2.8	21.2	0.9	i
59	O=C(c1cccc(Cl)c1)N1CCC(c2nc3ccccc3[nH]2)CC1	22.9	-12.8	0.0	-3.9	-4.0	0.8	4.3	-2.9	-2.1	i
60	O=C(Nc1ccc(OC(F)(F)F)cc1)c1ccc(S(=O)(=O)N2CCOCC2)o1	8.8	9.1	-11.4	-8.3	-6.1	-1.4	-1.9	14.4	1.1	-0.3
61	O=C(O)CSc1c(O)c2ccccc2[nH]c1=O	-17.7	-7.3	2.9	-3.0	4.7	-9.0	3.2	10.6	1.1	i
62	CNC(=O)C(=O)NCC1CCCN1S(=O)(=O)c1cccs1 (configuration not stated)	-5.5	3.9	-7.0	-8.0	-15.8	10.9	.	.	2.8	-0.4

# Filtered by structure: the compounds so far containing two or more sulfur atoms (4)
item	molecule	CCHF vOTU inh	PrPC surface inh	Yp Topo-I inh	MazEF act	SSB-PriA inh	Rv3671c protease	SARS 3CLpro inh	DUSP3 inh	TcdB inh	BH1578 lux ind
2	CSCCCNC(=S)N1CCN(c2ccc(C(C)=O)cc2)CC1	-2.2	-0.6	16.6	8.8	6.7	9.6	-4.1	21.7	-0.3	-0.2
34	O=C(N/N=C/c1ccc(N2CCOCC2)cc1)c1ccccc1NS(=O)(=O)c1cccs1	-2.8	4.0	-0.3	5.3	.	6.7	0.6	9.1	0.4	i
55	O=S(=O)(Nc1cc(S(=O)(=O)N2CCOCC2)ccc1NCC1CCCO1)c1ccc(F)cc1 (configuration not stated)	-2.4	6.5	3.4	-9.2	-4.9	1.0	.	.	3.4	-1.0
62	CNC(=O)C(=O)NCC1CCCN1S(=O)(=O)c1cccs1 (configuration not stated)	-5.5	3.9	-7.0	-8.0	-15.8	10.9	.	.	2.8	-0.4

# An excerpt; count on the stated rates, not on these rows.
